Lmaj promast: inhibitors of Leishmania major promastigote growth; AID 1063; inhibition, % at 10 µM; actives 9% (n = 200,000); Leishmania major promastigotes, resazurin fluorescence viability; in the data active = inhibition above about 50%;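 also: promastigotes grown with compound for 44 hours at 28 °C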
Hsp70 activator: Hsp70 transcriptional activation, primary screen; actives 0.04% (n = 200,000); activation, % at 10 µM; HeLa Hsp70 promoter luciferase reporter, luminescence; scaled: vehicle 0, proteasome-inhibitor control 100%;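 active = activation above the mean across all tested compounds plus 3 SD, cutoff set per campaign, cut at about 5.5% in these data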;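 also: 100% = MG132 at 30 µM as the positive control and 0% = DMSO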
HMGR II inh: blocks class II HMG-CoA reductase of Enterococcus faecalis | purified E. faecalis HMGR, NADPH absorbance 340 nm kinetic | inhibition, % at 10 µM | actives 0.41% (n = 190,000);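 active = inhibition above a set limit, the median over all tested compounds plus 3 SD, cut at about 9.5% in these data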;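 also: enzyme runs in reverse so mevalonate oxidation gives rising NADPH absorbance; 0% = complete reaction with DMSO and 100% = background rate lacking mevalonate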
S1P3 antagonist: blocks the human S1P3 receptor | Q99500 | CHO S1P3 NFAT-BLA reporter, FRET fluorescence, antagonist mode | inhibition, % at 4.98 µM | actives 0.27% (n = 170,000) | AID 485;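 active = inhibition above the plate cutoff, the mean inhibition of test wells on that plate plus 3 SD, cut at about 28% in these data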;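 also: cells challenged with S1P at its EC80 of 0.8 µM; blue over green emission ratio from cleaved BLA substrate after 4 h stimulation; 0% = S1P-stimulated wells and 100% = unstimulated DMSO-only wells; some compounds past the cut are filed as inactive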
RAM network inh: blocks the yeast RAM network | inhibition, % at 50 µM | S. cerevisiae dse1pr::URA3 reporter, 5-FOA growth OD615, 2 d; analog-sensitive cbk1-as2 kinase mutant strain | actives 1.8% (n = 190,000);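 active = inhibition above a set limit, 3 SD over mean compound inhibition, cut at about 8.4% in these data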;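 also: 0% = DMSO-only wells with no growth and 100% = 10 µM 1-NA-PP1 full growth; inhibition rescues growth on 5-FOA so higher OD means more RAM inhibition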
Redox H2O2 prof: compounds producing H2O2 with reducing agent – biochemical, NIH compound library profiling, artefact control for MLSCN library redox annotation, primary screen; actives 0.03% (n = 200,000); activation, % at 10 µM; DTT-dependent redox cycling H2O2, phenol red/HRP absorbance; 100% = 100 µM peroxide control, 0% = buffer;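 active = activation of at least 50% relative to the plate's high and low controls in the primary single-dose screen; inactive = activation below 50%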;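 also: compound incubated with DTT at 0.8 mM final as the reducing agent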
TNAP inh no acc: inhibitors of human TNAP without phosphate acceptor; purified TNAP, CDP-star luminescence, 30 min; inhibition, % at 20 µM; actives 0.26% (n = 200,000); AID 1012;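 active = tissue-nonspecific alkaline phosphatase inhibition above about 50% at 20 µM in the single-dose screen, limit read from the data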;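 also: 0% = DMSO negative control and 100% = EDTA positive control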
Target sequence (P05186 whole entry, looked up): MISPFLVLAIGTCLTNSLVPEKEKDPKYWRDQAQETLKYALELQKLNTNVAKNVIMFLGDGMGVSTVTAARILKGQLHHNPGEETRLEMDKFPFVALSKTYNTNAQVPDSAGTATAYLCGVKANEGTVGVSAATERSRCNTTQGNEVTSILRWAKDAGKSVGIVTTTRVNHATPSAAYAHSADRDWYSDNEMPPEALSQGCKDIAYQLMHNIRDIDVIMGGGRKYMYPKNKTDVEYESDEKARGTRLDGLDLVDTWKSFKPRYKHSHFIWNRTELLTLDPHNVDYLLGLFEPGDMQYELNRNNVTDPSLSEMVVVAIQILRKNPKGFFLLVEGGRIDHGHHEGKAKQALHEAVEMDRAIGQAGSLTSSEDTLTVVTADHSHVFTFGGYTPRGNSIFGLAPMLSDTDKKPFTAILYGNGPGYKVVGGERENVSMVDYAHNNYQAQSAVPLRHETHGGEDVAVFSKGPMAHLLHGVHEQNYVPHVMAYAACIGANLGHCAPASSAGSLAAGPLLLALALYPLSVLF
PMI activator: activators of human phosphomannose isomerase; P34949; purified human PMI, coupled resazurin fluorescence, 20 min; hits give high values; 1 = vehicle control, 0 substrate-free wells; activation factor at 20 µM; actives 0.005% (n = 190,000); AID 1214;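 active = activation factor of 2 or more at 20 µM, relative to plate controls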
Target sequence (P34949 whole entry, looked up): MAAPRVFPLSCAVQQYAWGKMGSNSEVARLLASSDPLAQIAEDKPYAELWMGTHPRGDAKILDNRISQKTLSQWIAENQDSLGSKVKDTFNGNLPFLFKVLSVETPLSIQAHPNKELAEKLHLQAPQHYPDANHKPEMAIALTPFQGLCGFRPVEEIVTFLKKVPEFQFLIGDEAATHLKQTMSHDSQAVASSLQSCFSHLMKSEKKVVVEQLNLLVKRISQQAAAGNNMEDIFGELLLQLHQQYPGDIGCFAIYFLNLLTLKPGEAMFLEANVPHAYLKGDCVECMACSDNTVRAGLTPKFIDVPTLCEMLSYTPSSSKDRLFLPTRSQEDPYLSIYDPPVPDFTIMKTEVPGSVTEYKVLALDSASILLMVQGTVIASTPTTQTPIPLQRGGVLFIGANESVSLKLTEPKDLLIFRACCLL
TNAP inh hi DEA: TNAP (human) inhibition, high acceptor. purified TNAP, CDP-star luminescence, 1 M DEA. inhibition, % at 20 µM. actives 0.03% (n = 200,000);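 active = over 50% inhibition of tissue-nonspecific alkaline phosphatase at 20 µM in the single-dose screen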;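 also: plate controls were DMSO wells for no effect and EDTA-quenched wells as full inhibition for full effect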
PMI act satM6P: PMI (human) activation, high substrate; P34949; coupled PMI enzyme assay, resazurin fluorescence, 20 min; hits give high values; 1 = untreated enzyme, 0 = substrate-free blank; activation factor at 20 µM; actives 0.34% (n = 190,000); AID 1216;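 active = activation factor of 2 or more at 20 µM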
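Test system: human phosphomannose isomerase with PGI, G6PDH, diaphorase coupling enzymes; Amount: PMI at 15 ng/mL final; Reagent: Mannose-6-phosphate 1.0 mM (near-saturating) plus 0.22 mM NADP+; Timing: 20 min, room temperature; Technique: resorufin fluorescence at Ex 544/Em 590 nm; Dosing: 20 µM single dose.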
* marks the source's active call; other numbers are inactive results; nt = not tested or not shown. Outcome played no part in choosing rows. Share with any hit: about 12%.

Screens in order – Hsp70 activator	TNAP inh no acc	Redox H2O2 prof	Lmaj promast	S1P3 antagonist	PMI activator	HMGR II inh	RAM network inh	PMI act satM6P	TNAP inh hi DEA
> COc1ccc(C(c2c(C)[nH]n(-c3ccccc3)c2=O)c2c(C)[nH]n(-c3ccccc3)c2=O)cc1OC
 : -0.3	-8	-0.3	88*	-3	1	-3	0.9	1	4
> Cc1ccc(C)c(NC(=O)CCc2ccc(S(=O)(=O)NC3CCCCC3)cc2)c1
 : 0.0	-8	-0.2	6	nt	0.9	1	1.1	0.9	-4
> Cc1cccc(C(=O)N2CCN(c3ccc(C(F)(F)F)cn3)CC2)c1C
 : -0.2	-23	-1.2	1	nt	1	-2	1.5	1	-6
> Cn1cccc1Cc1nnc(SCC(=O)NC2CCCC2)n1CCc1ccccc1
 : -0.1	-16	0.1	-2	-34	1.1	1	2.0	1	-10
> O=c1[nH]c(Cc2ccccc2)nc2ccccc12
 : -0.5	-10	0.1	-8	0	1	-3	-0.1	1	-7
> CC1=CC2=NC(=O)/C(=C\c3cccn3CCOc3ccccc3C)C(=N)N2O1
 : 0.2	-6	-0.3	34	0	0.9	-1	7.1	0.9	1
> CCCCOc1ccccc1C1CC(=O)NC2=C1C(=O)CCC2 (centres undefined)
 : -0.2	-9	2.0	-4	1	1	-7	2.4	1	-3
> COc1ccc(/C=C2\SC(=O)N=C2N)cc1OC
 : -0.4	4	0.3	53*	-5	1.1	2	4.0	1	-2
> CCNC(=S)Nc1ccc(Cl)c(C(F)(F)F)c1
 : -0.3	-11	-0.2	76*	-12	0.9	0	1.4	0.9	-4
> CCOc1ccc(CCNC(=O)COC(=O)c2cccc(OC)c2O)cc1OCC
 : 0.0	-12	-0.1	8	5	0.9	-4	0.1	1	-5
> COc1ccc(OCC(=O)Nc2ccccc2O)cc1
 : -0.3	6	0.1	-5	nt	1	0	0.2	1	0
> CC(=O)c1cc2c(cc1NC(=O)C1CC1)OCO2
 : -0.3	-12	0.3	-5	nt	0.9	-2	3.0	1	-4
> CCCOc1nc(N)c(C#N)c(-c2ccccc2F)c1C#N
 : -0.4	-4	3.8	12	25	0.8	1	2.4	0.9	0
> O=C(CSc1ncnc2nc[nH]c12)N1CCOCC1
 : -0.3	-12	1.5	-5	-18	1	-1	1.4	1	-8
> CCOC(=O)Cn1ncc(-c2ccccc2)c1N
 : -0.3	-11	-3.5	-8	nt	0.9	-5	2.7	0.9	-5
> Cc1ccc(NC(=O)CSc2nnc3ccccn23)cc1S(=O)(=O)N1CCOCC1
 : 0.1	-7	-0.4	-2	-4	1	-3	0.5	1	2
> COc1ccc(CCNC(=O)/C(C#N)=C2\N=C(NC(=O)c3cccs3)c3ccccc32)cc1
 : -0.3	11	0.3	-3	-21	1	-9	3.7	1.1	15
> CCOC(=O)n1n[n+]([O-])c2ccccc21
 : -0.3	-11	0.0	-6	1	1	-2	0.8	0.9	-8
> CCOC(=O)N1CCN(Cc2nc(-c3ccccc3)no2)CC1
 : 0.2	-12	-1.4	0	32	1	0	0.9	1	-4
> Cc1cc(/C=N/NC(=O)CC#N)c(C)n1-c1ccc([N+](=O)[O-])cc1
 : 0.1	-5	-2.0	18	-12	1.1	2	1.3	1	-4
> CCOC(=O)Nc1cccc(NC(=O)c2ccccc2F)c1
 : 0.0	-15	0.4	-3	-11	1	-4	0.0	0.9	-7
> CC(C)(C)NC(=O)C(=O)N/N=C/c1ccc(F)cc1
 : -0.1	-2	0.0	-5	-5	1.1	-3	1.5	1	-3
> CC(C)(C)NC(=O)CN1CCC(NC(=O)C23CC4CC(CC(C4)C2)C3)CC1
 : -0.2	-6	-1.6	4	-6	1.1	-7	1.5	1.1	0
> CC(=O)N(C(C)=O)N1C(=O)C2C3c4ccccc4C(c4ccccc43)C2C1=O (centres undefined)
 : -0.2	6	-0.1	-7	-19	1	-6	3.5	1.1	-2
> Cc1cccc(OCC(=O)NNC(=O)c2cccs2)c1
 : -0.1	-16	-1.1	-6	-7	1	-2	-0.4	1.1	-5
> COc1ccc(C(=O)CSc2cc(C)nc(SCC(=O)c3ccc(C)cc3)n2)cc1
 : -0.5	-5	-0.2	-1	nt	0.9	1	6.7	0.8	-2
> Cn1c(-c2ccco2)nc2cc3ccccc3cc21
 : 0.0	5	1.1	15	17	1	-1	0.7	1.1	-1
> CC(C)(C)c1cc(N)on1
 : -0.1	-6	-0.8	-4	-7	0.9	-5	2.6	0.9	-3
> Cc1cc(C(=O)CN2C(=O)c3ccccc3C2=O)c(C)n1C1CC1
 : -0.3	-8	-1.1	10	-10	1	-4	4.5	1	-3
> O=C(CCS(=O)(=O)c1ccccc1)Nc1nc(-c2ccccn2)cs1
 : -0.4	nt	-3.1	92*	-32	nt	nt	nt	nt	nt
> O=C(NCc1ccco1)c1cc(C(=O)C2CCCCC2)c[nH]1
 : -0.3	-6	-4.6	-3	nt	1	2	2.6	1	-1
> CCCCNC(=O)CSc1nc2ccc(N3CCOCC3)cc2c(=O)n1Cc1ccc(OC)cc1
 : 0.3	-17	-1.5	0	10	1.1	-6	4.1	0.7	-3
> O=C(CSC(=S)N1CCN(c2ccccc2)CC1)Nc1nc(-c2ccccc2)c(-c2ccccc2)o1
 : -0.6	-18	0.5	41	8	1.1	-14	4.6	1.1	-2
> CCOC(=O)N1CCN(S(=O)(=O)c2ccc(C)cc2)C1c1ccccc1 (centres undefined)
 : -0.5	-1	-1.8	2	nt	1.1	2	2.8	1.1	-8
> CC(C)n1c(SCC(=O)c2ccc3c(c2)OCCO3)nc2c1c(=O)n(C)c(=O)n2C
 : nt	11	nt	nt	-22	1.1	nt	nt	0.9	-2
> CCCCC(=O)Nc1ccc(NC(=O)c2ccc([N+](=O)[O-])cc2)cc1OC
 : -0.4	-4	0.8	-7	9	1	-2	9.1*	1.1	0
> O=C(C1=C[C@H](C2CC2)C[C@H](OCCCCO)O1)N1CCN(Cc2ccc3c(c2)OCO3)CC1
 : -0.3	-7	-0.9	16	-13	0.8	-2	0.6	0.9	-4
> COc1cc(NC(=O)CSc2nnc(C)s2)cc(OC)c1
 : 0.3	-4	3.5	-5	-14	0.9	-1	1.2	0.9	-4
> CCCCCC1CC(=O)N(Cc2ccccc2)C(=O)N1 (centres undefined)
 : -0.3	-8	1.7	0	12	1.1	1	0.7	1.1	-3
> CCS(=O)(=O)Nc1cccc(C2=NN(S(=O)(=O)CC)C(c3ccccc3)C2)c1 (centres undefined)
 : -0.3	-15	-1.2	5	-16	1	-1	3.2	1	-4
> CCSc1nnc(NC(=O)C2CCN(S(=O)(=O)c3ccccc3C(F)(F)F)CC2)s1
 : -0.3	2	0.2	55*	-6	0.8	-3	2.9	0.9	2
> c1ccc2c(c1)COC(CN1CCCCC1)OC2
 : -0.3	-7	-0.5	-4	-26	1	0	2.5	1	-5
> CCCCN=C(N)/C(C(=O)OCC)=C(\O)c1ccc(OC)cc1
 : -0.3	-8	-0.4	15	-19	1	3	0.1	1	-1
> COc1ccc(-c2cc(C(F)(F)F)n3nc(C(=O)N(C)Cc4ccccc4)cc3n2)cc1OC
 : -0.2	-7	-1.1	36	1	0.9	-7	3.9	1	-3
> Cc1cc(Nc2ccccc2)n(CCOC(=O)COc2ccccc2)n1
 : -0.3	-11	2.6	-1	17	1	-4	0.9	1.1	-6
> COc1cc(OC)cc(-c2nnc(SCC(=O)N3c4ccccc4Sc4ccccc43)o2)c1
 : -0.1	nt	1.6	-1	9	nt	nt	nt	nt	nt
> O=C(Cc1ccccc1[N+](=O)[O-])N1CCN(c2ccc(F)cc2)CC1
 : -0.1	6	-0.4	-11	18	1	-4	1.5	0.8	-2
> CCC(C)(C)NC(=O)Cc1ccc(C)cc1
 : 0.1	-20	0.1	1	nt	1	-1	0.5	1	-8
> COc1ccc(S(=O)(=O)Nc2ccc(Oc3ncccn3)c(Cl)c2)cc1
 : 0.1	-10	-0.3	-2	nt	1	1	-0.4	1	-3
> COc1cccc(CC2(CO)CCN(Cc3cn(C)nc3C)CC2)c1
 : -0.2	-5	-1.4	75*	0	0.9	0	0.9	1	0
> CCOc1ccc(CCNC(=O)C2=C(C)C(=O)OC23CCC(C)CC3)cc1 (centres undefined)
 : -0.2	2	1.2	-3	-1	1.1	-1	-0.1	1	-4
> CC(=O)NC(NC(=S)Nc1c(C)n(C)n(-c2ccccc2)c1=O)C(Cl)(Cl)Cl (centres undefined)
 : 0.2	-16	-3.2	-10	-24	1	2	0.2	1.1	-8
> O=C(COC(=O)c1c2ccccc2cc2ccccc12)NCC(F)(F)F
 : -0.3	-5	-0.5	8	2	0.9	-10	1.7	1	0
> CNC(=O)c1nnc(Cc2ccc(Cl)cc2)o1
 : -0.1	-14	-1.1	-1	nt	0.9	-1	0.6	0.9	-3
> COC(=O)c1cc(S(=O)(=O)N2CCC(C)CC2)ccc1F
 : -0.5	-8	-1.1	-5	nt	1	-3	2.1	1.1	-1
> CCOC(=O)c1ccc(NC(=O)CC2C(=O)N(c3ccc(F)cc3)C(=O)N2CCC(C)C)cc1 (centres undefined)
 : -0.3	-10	-0.4	18	nt	0.8	-4	3.6	0.9	-10
> CCOC(=O)N1CCN(C(=O)c2ccc3nc(C)sc3c2)CC1
 : -0.2	-3	2.7	-5	-4	0.9	1	0.3	1	-3
> Cc1nn(CCc2nn[nH]n2)c2nc(-c3ccccc3)cc(C(F)(F)F)c12
 : -0.2	-9	-1.3	-1	-13	1.2	4	2.5	1.1	-6
> COc1ccc(C2=NOC3(CC(=O)N(c4ccc(C)cc4)C3=O)C2)cc1 (centres undefined)
 : -0.2	3	0.1	-6	nt	1.1	-1	1.7	1.1	-6
> O=c1[nH]c(SCc2cccc([N+](=O)[O-])c2)nc2[nH]ncc12
 : 0.6	-28	1.4	-3	-2	1	3	2.7	0.9	-7

(cont.)
Screens in order – Hsp70 activator	TNAP inh no acc	Redox H2O2 prof	Lmaj promast	S1P3 antagonist	PMI activator	HMGR II inh	RAM network inh	PMI act satM6P	TNAP inh hi DEA
> O=C(CSc1nnc(-c2ccc(Br)cc2)o1)N1CCN(C(=O)c2ccco2)CC1
 : -0.1	-13	1.5	2	11	1	-1	0.8	1	-5
> COc1ccc(OC)c(S(=O)(=O)Nc2ccccc2C(F)(F)F)c1
 : -0.3	-7	3.0	3	-38	1	-5	-1.8	1	2
> COc1cc(Br)cc(/C=N/NC(=O)Cc2ccc(C(F)(F)F)cc2[N+](=O)[O-])c1O
 : -0.2	-20	1.6	73*	2	1	-9	1.2	1	3
> Cc1ccc(N2C(=O)C3ON(c4ccccc4)C(c4ccncc4)C3C2=O)c(C)c1 (centres undefined)
 : -0.1	-11	0.3	-1	nt	1	-7	1.8	1	-3
> Cc1c(C(N)=O)sc(N)c1C(=O)OC(C)C
 : 0.0	-5	2.7	-6	-11	1.1	-4	0.7	0.9	-1
> Cc1nc(N)sc1-c1csc(Nc2ccccn2)n1
 : 0.0	-33	0.4	19	2	0.9	-4	3.5	0.5	-2

Source: PubChem (several laboratories)
